Source: PubChem
LYP phosphatase – inhibitors of LYP phosphatase, biochemical, fluorescence intensity, uHTS (AID 1779); 290,000 compounds, 0.054% hits; inhibition, % at 11.5 µM, or IC50 in µM where a hit was titrated; Tyrosine-protein phosphatase non-receptor type 22 (Homo sapiens); recombinant LYP phosphatase, fluorescence intensity; higher % means a stronger effect;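 also: plate controls were vehicle with enzyme for no effect and no enzyme for full effect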
KOR beta-arrestin-1 – KOR agonists, beta-arrestin recruitment, primary screen, cell-based, luminescence, uHTS (AID 1777); 280,000 compounds, 0.02% hits; KOR beta-arrestin recruitment, luminescence; higher % means a stronger effect; activation, % at 10 µM, or EC50 in µM where a hit was titrated; Kappa-type opioid receptor (Homo sapiens); in the data active = activation above about 50%, passing the limit was not always enough; also: a part of the inactive calls stands beside numbers as strong as those of hits
KOR beta-arrestin-2 – KOR antagonists, beta-arrestin recruitment, cell-based, luminescence, uHTS (AID 1778); Kappa-type opioid receptor (Homo sapiens); KOR beta-arrestin recruitment, luminescence, antagonist mode; higher % means a stronger effect; one-dose inhibition, % at 10 µM; IC50 in µM for titrated hits; 290,000 compounds, 0.091% hits; also: strong numbers were not always called active
NOD1 NF-kB reporter – NOD1 signaling inhibitors, primary screen, cell-based, luminescence, uHTS (AID 1578); NOD1-driven NF-kB luciferase reporter cells, luminescence; higher % means a stronger effect; inhibition, % at 4 µM, or EC50 in µM where a hit was titrated; 290,000 compounds, 1% hits; in the data active = inhibition mostly above about 36%, no sharp cut-off; inactive = mostly below about 34%;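 also: HEK-293T reporter cells stimulated with the NOD1 agonist gamma-tri-DAP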
Salmonella PhoP GFP – inhibitors of PhoP regulon expression, primary screen, Salmonella Typhimurium, GFP reporter (AID 1863); 300,000 compounds, 0.16% hits; one-dose inhibition, % at 50 µM; IC50 in µM for titrated hits; S. Typhimurium PhoP-regulated promoter GFP reporter, 4 h; higher % means a stronger effect;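 active = inhibition over 29.93%, a cutoff 3 SD above the screen mean, later confirmed by dose response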;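 also: 0% = low Mg2+ inducing control and 100% = high Mg2+ repressing control; strong numbers were not always called active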
HIV peptide binding – inhibitors of HIV fusion peptide binding, primary screen, biochemical, uHTS, fluorescence dequenching (AID 1986). cell-free peptide binding, fluorescence dequenching, 30 min; higher % means a stronger effect. inhibition, % at 20 µM, or IC50 in µM where a hit was titrated. 290,000 compounds, 0.3% hits; in the data active = inhibition mostly above about 52%, no sharp cut-off; inactive = mostly below about 76%; also: some results filed as inactive read as strong as hits
NOD2 inhibition – NOD2 signaling inhibitors, cell-based, luminescence, uHTS, HEK293 (AID 1566) | HEK293 NOD2/NF-kB luciferase reporter, luminescence; higher % means a stronger effect | one-dose inhibition, % at 4 µM; EC50 in µM for titrated hits | 290,000 compounds, 0.63% hits; also: many of its hits are not listed in these tables
Siah-1 displacement – Siah-1 peptide-binding antagonists, primary screen, biochemical, fluorescence polarization, rhodamine-plectin, uHTS (AID 1817) | E3 ubiquitin-protein ligase SIAH1 (Homo sapiens) | 290,000 compounds, 0.02% hits | one-dose displacement, % at 20 µM; IC50 in µM for titrated hits | Siah-1 / rhodamine-plectin peptide fluorescence polarization; higher % means a stronger effect;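 active = displacement of at least 50% at 20 µM, with a fluorescence ratio check between 0.3 and a set limit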;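 also: plate controls were Siah plus tracer with DMSO for no effect and tracer alone without Siah for full effect; strong numbers were not always called active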
Myeloid diff 2 – induction of myeloid progenitor differentiation, primary screen, cell-based, flow cytometry, MLPCN library; ER-HoxA9 myeloid progenitors, lysozyme-GFP differentiation; calls only at 10 µM; 360,000 compounds, 1% hits;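 active = normalized GFP-positive differentiation at or above the plate's own cutoff, the solvent-only control mean plus 3 SD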;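 also: cells exposed to compound for four days before flow analysis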
Myeloid diff 2 GFP+ MAC1+ % – also measured in Myeloid diff 2; calls as there; GFP+ MAC1+ double positive, %; measured here: differentiation confirmed by MAC1 staining
The depositor's hits bear a star; i = inactive; . = no result given; + = active, no number; [ ] = dose if it differs, or a comment. Rule as the data show it, unless noted: active = inhibition above about 50%; inactive = the rest. An excerpt; rates above refer to the full screens.

Screens in order – NOD2 inhibition, KOR beta-arrestin-1, NOD1 NF-kB reporter, KOR beta-arrestin-2, Myeloid diff 2, Myeloid diff 2 GFP+ MAC1+ %, Salmonella PhoP GFP, HIV peptide binding, Siah-1 displacement, LYP phosphatase
CCOc1ccc(-n2nnc3c(=O)n(CC(=O)c4ccccc4)cnc32)cc1
  -8%, 53%*, -21%, -10%, i, 0.7, ., -1.7%, 1%, 0%
CN(C)c1ccc(/C=C(\C#N)C(=O)Nc2nc3c(s2)CCN(Cc2ccccc2)C3)cc1
  19%, -1.3%, -39%, -3%, +, 49*, -16%, 3.4%, 3%, 0%
CCOC(=O)N1CCN(CC(=O)Nc2ccc(F)cc2)CC1
  2%, ., -17%, -26%[20 µM], i, 0.3, -3%, 1.9%, 13%, -8%
CSC1=N/C(=C/c2cccnc2)C(=O)N1Cc1ccc(Cl)cc1
  13%, 2.6%, -3%, 9%, i, 0.9, -9%, 1.0%, 2%, -2%
C/C(CS(=O)(=O)c1ccc(Cl)c(Cl)c1)=N/NC(N)=S
  7%, -2.7%, -11%, 0%[20 µM], i, 0.8, 0%, 0.2%, -3%, -8%
Cc1cc2c3ccccc3ncn2n1
  1%, 0.7%, -2%, 15%, i, 0.6, -4%, 2.5%, -1%, -1%
CSc1ccccc1C(=O)NC1CCCN(Cc2ccccc2F)C1 (stereo not given)
  3%, -0.9%, 24%, -24%, i, 1.3, -7%, 2.6%, 3%, -6%
O=C(Nc1ccccc1)c1cccc(N2C(=O)CCC2=O)c1
  3%, -2.7%, -40%, 32%, i, 0.8, 11%, -0.7%, -4%, -8%
CCCCCCC1CC(CSC(=N)N)OC1=O (stereo not given)
  28%, -7.5%, -4%, 8%, i, 1.3, 14%, 0.8%, 4%, -6%
O=C(NCc1ccco1)c1ccccc1-c1nc(-c2ccc(F)cc2)no1
  -34%, 0.4%, -17%, 7%, i, 0.8, -3%, 0.9%, 4%, 2%
S=c1[nH]nc(-c2ccc3ccccc3n2)o1
  7%, -8.1%, -8%, 32%, ., ., -15%, 1.0%, -1%, -6%
CCn1ccnc1CN1CCC(n2nccc2NC(=O)c2ccccc2OC)CC1
  0%, -3.1%, -26%, 9%, i, 0.5, 6%, 0.9%, 5%, -6%
BrCCOCCOc1ccc2ccccc2c1
  -23%, 1.0%, -25%, -16%, i, 0.0, 12%, 3.7%, 3%, -9%
O=C(CSc1n[nH]c(-c2ccccc2Br)n1)NC(=O)NCc1ccco1
  -3%, -4.2%, -10%, -22%, i, 1.0, -5%, -0.5%, 0%, -7%
O=C(COC(=O)c1ccccn1)Nc1ccc(S(=O)(=O)N2CCOCC2)cc1
  4%, 1.1%, -22%, -28%, i, 1.1, 2%, -0.3%, 9%, -2%
O=C(Cn1cccc1)Nc1ccc(F)cc1F
  5%, -1.5%, -4%, 6%, i, 4.9, 9%, 5.1%, 1%, 1%
Cc1ccc([C@@H]2[C@@H]3C(=O)N(C)C(=O)[C@@H]3[C@]3(C)C(=O)N(CC4CC4)CC(=O)N23)o1
  7%, -4.0%, 11%, -56%[20 µM], i, 0.8, -8%, 3.1%, 5%, -9%
CCC(=O)N1N=C(c2c(O)n(C)c(=O)n(C)c2=O)CC1c1ccccc1 (stereo not given)
  14%, 5.0%, -4%, 14%, i, 0.8, 1%, 1.6%, 6%, -8%
COC(=O)c1ccc(CN2CCN(C3CCCCC3)C(CCO)C2)cc1 (stereo not given)
  3%, -6.6%, -22%, -18%, i, 0.4, 5%, -0.8%, 0%, -8%
CCC(C)C(NC(=O)C1CCC(C)CC1)C(=O)Nc1ccc(OC)cc1 (stereo not given)
  -64%, 11%, 31%, -46%, i, 0.7, -2%, 1.0%, -4%, -6%
CCCCNC(=O)c1cc2cccc([N+](=O)[O-])c2[nH]1
  -8%, -0.1%, 8%, 20%, i, 0.5, 3%, 0.1%, 8%, -4%
Cc1ccc(/C=C/C(=O)NCCCn2ccnc2)cc1
  -24%, ., -45%, -43%[20 µM], i, 0.5, -1%, -0.7%, 6%, -5%
O=C(OC(C(=O)Nc1cc(Cl)cc(Cl)c1)c1ccccc1)C1=COCCO1 (stereo not given)
  -1%, 1.0%, 2%, 17%, i, 0.4, -3%, 1.0%, 1%, 4%
CCOc1ccc(C(=O)Nc2cc(-c3nc4ccccc4[nH]3)ccc2C)cc1[N+](=O)[O-]
  -5%, 5.5%, 16%, -12%, i, 0.9, -3%, 1.5%, 0%, -1%
O=C(CSc1ncccc1C(=O)O)NC12CC3CC(CC(C3)C1)C2
  4%, -0.1%, -38%, -16%, i, 0.1, -6%, 0.8%, -2%, 1%
COc1ccccc1NC(=O)CSc1ncn[nH]1
  4%, 1.6%, 4%, -9%, i, 1.2, -4%, -1.5%, 0%, -8%
O=C(c1ccc(F)cc1)N1CCN(C(=O)c2cccnc2)CC1
  6%, 2.0%, 8%, 11%, i, 0.4, -3%, -2.3%, -1%, -6%
NS(=O)(=O)c1cc(C(=O)OC2CCOC2=O)ccc1Cl (stereo not given)
  12%, 1.8%, -23%, 20%, i, 0.9, -5%, -1.0%, 4%, -6%
CCc1cc(C(=O)N2CCc3c([nH]c4ccccc34)C2c2ccc(OC)cc2F)no1 (stereo not given)
  -78%, ., 20%, -27%[20 µM], i, 0.5, 4%, -0.6%, -6%, 5%
Cc1cc(C(=O)Nn2cnnc2)cs1
  7%, 4.6%, -26%, 24%, i, 5.8, -3%, 0.8%, -1%, -1%

Arranged by the number under KOR beta-arrestin-2 (low to high): three from the list above.
SMILES	NOD2 inhibition	KOR beta-arrestin-1	NOD1 NF-kB reporter	KOR beta-arrestin-2	Myeloid diff 2 GFP+ MAC1+ %	Salmonella PhoP GFP	HIV peptide binding	Siah-1 displacement	LYP phosphatase
O=C(COC(=O)c1ccccn1)Nc1ccc(S(=O)(=O)N2CCOCC2)cc1	4%	1.1%	-22%	-28%	1.1	2%	-0.3%	9%	-2%
CCn1ccnc1CN1CCC(n2nccc2NC(=O)c2ccccc2OC)CC1	0%	-3.1%	-26%	9%	0.5	6%	0.9%	5%	-6%
Cc1cc2c3ccccc3ncn2n1	1%	0.7%	-2%	15%	0.6	-4%	2.5%	-1%	-1%

Further records
Screens in order – NOD2 inhibition, KOR beta-arrestin-1, NOD1 NF-kB reporter, KOR beta-arrestin-2, Myeloid diff 2, Myeloid diff 2 GFP+ MAC1+ %, Salmonella PhoP GFP, HIV peptide binding, Siah-1 displacement, LYP phosphatase
COc1cc(NS(=O)(=O)c2c(C(=O)N3CCOCC3)c(C)n(C)c2C)cc(OC)c1OC
  4%, -2.6%, -25%, 2%, i, 1.4, -5%, -1.5%, -2%, -17%
O=C(Oc1ccc2ccccc2c1Cl)N1CCCCCC1
  -188%, 1.7%, -46%, 17%, i, 0.3, 12%, 0.9%, 6%, 5%
CC(=O)Oc1ccc(C)cc1-n1nc2ccccc2n1
  22%, 2.8%, 22%, -9%, i, 1.7, 4%, -3.3%, 0%, -7%
Cc1ccc2c(c1)-c1c(cnn1CC(=O)NC(C)CCc1ccco1)CO2 (stereo not given)
  5%, -1.6%, -5%, -3%, i, 3.0, -10%, 8.2%, 13%, 2%
COc1ccccc1C1C(C#N)=C(N)Oc2cc(C)n(CCCn3ccnc3)c(=O)c21 (stereo not given)
  -6%, 3.1%, -10%, -34%, i, 0.6, -13%, 3.3%, 2%, -1%
O=C(Nc1ccc(Br)cc1Cl)Nn1cnnc1
  5%, -5.3%, -4%, 9%, i, 1.9, 1%, -0.9%, 5%, 0%
O=C(N1CCOCC1)N(CCN1CCOCC1)Cc1cccc(Cl)c1
  5%, 8.7%, -14%, 1%, i, 0.6, 6%, 1.7%, 4%, -6%
CC(=O)Nc1ccc(S(=O)(=O)Nc2nc3cc4c(cc3nc2Cl)OCCO4)cc1
  4%, 9.4%, -7%, 18%, i, 0.9, -14%, 2.9%, 6%, -4%
Nc1nnn(CC(=O)N/N=C/c2ccc(O)cc2)n1
  9%, 3.5%, -3%, -23%, i, 1.0, -4%, -1.5%, -6%, -1%
O=S(=O)(NCCOc1ccc(F)cc1)c1ccc2c(c1)OCCO2
  2%, -0.9%, -6%, -1%, i, 0.6, -3%, -1.2%, -2%, -4%
Cc1ccc2nc(NC(=O)c3ccc(OCC4CCCO4)cc3)sc2c1 (stereo not given)
  2%, 0.1%, 3%, 16%, i, 0.6, 10%, -1.0%, 4%, -5%
O=S(=O)(Nc1ncccn1)c1ccc(NC(=S)N2CCN(Cc3ccc(F)cc3Cl)CC2)cc1
  -8%, 3.5%, -4%, -8%, i, 2.5, -2%, 2.6%, 2%, -7%
COC(=O)c1ccc(Cn2nnc3c(=O)[nH]c(C4CCCN(S(=O)(=O)c5ccccc5Cl)C4)nc32)cc1 (stereo not given)
  5%, 9.5%, -5%, -18%, i, 0.9, -2%, 1.0%, 6%, -2%
COC(=O)c1ccccc1NC(=O)c1noc2c1CCC2
  -15%, -1.7%, -22%, 21%, i, 7.1, -7%, 16%, 7%, 4%
CC1CCN(Cc2ccc(NC(=O)CC3Oc4ccccc4NC3=O)cc2)CC1 (stereo not given)
  5%, 4.3%, -13%, -14%, i, 2.0, 8%, -2.4%, -2%, -5%
Cn1c(CCN2CCOCC2)nc2cc(NS(=O)(=O)c3ccccc3)ccc21
  20%, -0.1%, -8%, 21%, i, 0.1, -6%, -0.9%, 22%, -6%
COC(=O)C1(C)NC(c2ccccc2C)C2C(=O)N(c3ccc(F)cc3)C(=O)C21 (stereo not given)
  -17%, -2.6%, -24%, 34%[20 µM], i, 0.3, -6%, -0.5%, 1%, -8%
Cc1cccc(C)c1NC(=O)C1(N2C(=O)CC2c2ccccc2)CCCCC1 (stereo not given)
  -7%, 4.1%, -24%, 15%, i, 0.1, 0%, -0.6%, 2%, -4%
Cc1cccc(NS(=O)(=O)c2cc(C(=O)N3CCN(C)CC3)ccc2C)c1
  3%, -4.4%, -14%, 35%, i, 5.8, -6%, 1.6%, -5%, 2%
O=C1c2ccccc2C(=O)N1CCc1c[nH]c2ccccc12
  -59%, -1.9%, -54%, 17%, i, 0.2, -4%, -0.9%, -5%, -3%
O=c1c(C=NCC2CCCO2)c(-c2ccccc2)[nH]n1-c1ccc([N+](=O)[O-])cc1 (stereo not given)
  -47%, ., -7%, 9%, i, 0.5, -4%, -0.2%, -6%, 4%
Cc1nc(-c2nc(C(=O)NNS(C)(=O)=O)cs2)cs1
  9%, 3.3%, 0%, 24%, i, 0.8, -9%, -1.1%, -6%, -6%
CC(C)(C)C(=O)Nc1nnc(SCC(=O)NC2CC2)s1
  2%, 1.6%, -4%, -21%, i, 1.1, 2%, 1.4%, 15%, -6%
CCCNC(=O)c1ccc(N2CCC3(CC2)CC(c2ccc(Cl)cc2)=NO3)c([N+](=O)[O-])c1
  43%, -3.3%, 35%, -20%[20 µM], i, 1.4, 5%, -0.4%, -9%, -15%
CCn1c(O)c(N=NC(=O)CNC(=O)c2ccco2)c2ccccc21
  11%, -1.6%, -30%, 5%, i, 0.3, -7%, 0.6%, 2%, -5%
O=c1cc(N2CCOCC2)c2ccccc2o1
  6%, 8.2%, 2%, -55%, i, 1.6, 15%, -0.3%, -1%, -8%
